# Source: PubChem BioAssay
# S3 lipid droplet = qHTS Assay for Lipid Storage Modulators in Drosophila S3 Cells | Drosophila S3 cells, BODIPY lipid droplet fluorescence, 18-24 h; cells fed with added oleic acid | lipid storage change, negative = inhibition, % at the top dose, mostly 46.1 µM; hits show Potency in µM | hit rate 0.64% among 320,000 | AID 2685; active = well fitted inhibition curve with a large enough effect in the signal ratio, with a control signal flat, not every such curve was filed as active; inconclusive = small, poorly fitted or top-dose-only effect, or effect the other way, or a change in a side signal; the % refers to the signal ratio
#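 Drosophila S3 cells loaded with oleic acid (400 uM, as added) and compounds at several concentrations; lipid droplets imaged by 488-nm laser-scanning cytometry, 500–530 nm intensity and object ratio to cell channel. Percent activity normalized to 20 uM Triacsin C.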
# S3 lipid droplet cell count max = recorded beside S3 lipid droplet, whose call it bears; cell number change, %; measured here: cell count max response;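 cells counted by Cell Tracker Red CMTPX staining in the red channel; peak over a dose series mostly up to 46.1 µM; percent activity relative to internal control wells on each plate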
# Active calls of the source: *; i = inactive; ? = inconclusive; nt = not tested or not shown; [ ] = another dose, or the depositor's remark. % is set by controls: 0 for no effect and ±100 for the full control effect; potency is the fitted concentration of half-maximal effect. This is a subset; count on the stated rates, not on these rows.
# Preview, 5 compounds:
SMILES | S3 lipid droplet | S3 lipid droplet cell count max
COc1ccc(OCC(=O)N(Cc2ccc(C)o2)C2CCS(=O)(=O)C2)cc1 (stereo not drawn) | ? | nt
Cc1[nH]c2ccccc2c1C(c1ccncc1)N1CCC(C)CC1 (stereo not drawn) | ? | nt
CC1CCCCC1NC(=S)Nc1ccc(Cl)cc1Cl (stereo not drawn) | ? | nt
CC(=O)CSc1ncnc2sc3c(c12)CCCC3 | 6.8% | -9.3
Cc1cccc(NC(=O)C2CCN(S(=O)(=O)c3c(C)noc3/C=C/c3ccco3)CC2)n1 | 14.6% | 16.6

# This part in full, repeating the preview:
SMILES | S3 lipid droplet | S3 lipid droplet cell count max
COc1ccc(OCC(=O)N(Cc2ccc(C)o2)C2CCS(=O)(=O)C2)cc1 (stereo not drawn) | ? | nt
Cc1[nH]c2ccccc2c1C(c1ccncc1)N1CCC(C)CC1 (stereo not drawn) | ? | nt
CC1CCCCC1NC(=S)Nc1ccc(Cl)cc1Cl (stereo not drawn) | ? | nt
CC(=O)CSc1ncnc2sc3c(c12)CCCC3 | 6.8% | -9.3
Cc1cccc(NC(=O)C2CCN(S(=O)(=O)c3c(C)noc3/C=C/c3ccco3)CC2)n1 | 14.6% | 16.6
C=CCn1c(C)cc(C(=O)CSc2nc3ccccc3o2)c1C | ? | nt
C/C(=N/Nc1ccnc2cc(Cl)ccc12)c1ccc(O)cc1 | ? | nt
CCOC(=O)CN1C(=O)C(Sc2n[nH]c(-c3ccccc3)n2)CCc2ccccc21 (stereo not drawn) | ? | nt
Cc1ccc(C)c(NC2=CC(=O)CC(C)(C)C2)c1C#N | 14.2% | -18.8
Cc1c(NC(=O)Nc2ccc([N+](=O)[O-])cc2)c(=O)n(-c2ccccc2)n1C | -3.7% | 0.0
COC(=O)[C@@]12CCCCN1[C@H](c1ccc(SC3CCCCC3)cc1)[C@H]1C(=O)N(C)C(=O)[C@H]12 | 11.4% | nt
CC(=O)c1ccc(NC(=O)CC2Nc3cccc4cccc(c34)NC2=O)cc1 (stereo not drawn) | -20.8% | nt
CN1CCN(S(=O)(=O)c2cc(C(F)(F)F)ccc2Cl)CC1 | ? | nt
CC(=O)Nc1ccc(NC(=O)COc2ncnc3ccccc23)cc1 | ? | nt
CN1C(=O)CC(N2CCN(c3ccc(Cl)c(Cl)c3)CC2)C1=O (stereo not drawn) | ? | nt
Nc1c(Cl)cc(NC(=O)c2ccccc2C(=O)O)cc1Br | 2.4% | nt
CCCN(CC(=O)Nc1ccc(OC)c(OC)c1)CC(=O)Nc1ccc(F)c(F)c1F | ? | nt
Cc1ccc(C)c(S(=O)(=O)N2CCCC2CNC(=O)C(=O)NCc2ccccn2)c1 (stereo not drawn) | ? | nt
Cc1ccc(N=C2NC(=O)/C(=C/c3cccn3C)S2)cc1 | 0.2% | 2.1
Cc1cc(N(C)Cc2ccccc2)nc(-c2ccccc2)n1 | 24.0% | -10.4
CC12CCC(C(=O)N(c3ccccn3)c3ccccn3)(OC1=O)C2(C)C (stereo not drawn) | ? | nt
CCn1c(COc2ccccc2C)nnc1SCC(=O)N1CCC(C)CC1 | 0.0% | -21.0
Cc1cc(C)cc(NC(=O)CCc2nc3sc4c(c3c(=O)[nH]2)CCCC4)c1 | 18.3% | 0.6
CCOC(=O)c1cc(NC(=O)CNCC(c2ccccc2)N(C)C)cc(C(=O)OCC)c1 (stereo not drawn) | -1.0% | -6.8
Oc1ccc(N=Nc2n[nH]c(-c3ccccc3)n2)cc1 | -7.7% | -9.0
Cc1ccccc1Oc1ncnc2sccc12 | ? | nt
Cc1cccc(C)c1NC(=O)N1CCN(C2CCCCC2)CC1 | -6.2% | -17.1
Cc1cc(=O)c2ccc3ccccc3c2[nH]1 | i | nt
COc1ncc(-c2ccc3c(c2)S(=O)(=O)c2cccc(C(=O)NCc4ccco4)c2C3=O)cn1 | 46.1% | 19.5
Cc1cc([N+](=O)[O-])ccc1NCc1ccco1 | 8.1% | 23.7
CC(=O)n1cc(/C=N/NC(=O)c2ccc([N+](=O)[O-])cc2)c2ccccc21 | -18.1% | -6.2
COc1ccccc1NC(=O)CSc1nnc(CNC(=O)c2ccco2)n1C | ? | nt
COCCCNS(=O)(=O)c1ccc2[nH]c3c(c2c1)CCCCC3 | ? | nt
COc1ccccc1C1=NC(c2ccccc2)CN1c1ccccc1 (stereo not drawn) | -6.1% | 1.7
Cc1cc(C(=O)OCC(=O)NC(C)c2ccccc2)c(C)o1 (stereo not drawn) | ? | nt
Cc1onc(-c2ccccc2)c1C(=O)Nc1nnc(-c2ccncc2)s1 | i | -1.1
O=C(Nc1cccnc1)c1ccc(F)cc1 | 0.5% | 3.4
Cn1c(=O)c2ncn(CC(=O)NCCOc3ccc(C(C)(C)C)cc3)c2n(C)c1=O | i | nt
COCC(C)NS(=O)(=O)c1ccc(OC)cc1 (stereo not drawn) | ? | nt
Cc1oc(-c2ccccc2)cc1C(=O)Nc1cccc(/C=C/C(=O)O)c1 | 6.1% | 6.9
CCCOC(=O)C1C2C=CC3(CN(c4ccc(Cl)c(F)c4)C(=O)C13)O2 (stereo not drawn) | ? | nt
C=CCNC(=O)NC(=O)CSc1nc2cc([N+](=O)[O-])ccc2n1-c1cccc(C(F)(F)F)c1 | 0.0% | -0.3
O=C(O)c1n[nH]c2c1CC(C1CCCCC1)CC2 (stereo not drawn) | ? | nt
O=C(NCc1ccco1)C(=O)c1cn(CC(=O)N2CCCCC2)c2ccccc12 | 0.1% | -0.2
COc1ccc(-n2c(-c3ccccc3)cc3c2CCCC3=O)cc1 | 18.5% | -20.2
CSc1ccc(Cl)c(C(=O)OCC(=O)NCc2ccco2)c1 | ? | nt
COc1cc(OC)c(C2=NOC(C(=O)N3CCCc4ccccc43)C2)cc1Cl (stereo not drawn) | ? | nt
CC1=C(C(=O)OC2CCCCCC2)C(c2ccc(C)o2)C2=C(CCCC2=O)N1 (stereo not drawn) | 8.5% | 0.6
O=C(CN1CCN(c2ccc(F)cc2)CC1)N1CCOCC1 | ? | nt
S=c1[nH]nc(C2(c3ccccc3)CCCC2)o1 | -3.2% | 1.5

# (continued)
SMILES | S3 lipid droplet | S3 lipid droplet cell count max
CCOCCCNC(=O)Cn1cc2c(n1)CCCC2 | -2.6% | 13.2
O=C(c1ccccc1NS(=O)(=O)c1ccccc1[N+](=O)[O-])N1CCCC1 | ? | nt
Cc1ccc(Cl)c(Nc2ccccc2C(=O)O)c1Cl | -4.6% | -8.5
O=C(CSCc1c(Cl)cccc1Cl)NCC1CCCO1 (stereo not drawn) | i | nt
CCN1CCN(Cc2ccc(NC(=O)c3cc(NC(=O)c4cnnc5ccccc45)cc(OC)c3)cc2C(F)(F)F)CC1 | ? | nt
COc1ccc(O)c(C(c2c(C)[nH][nH]c2=O)c2c(C)[nH][nH]c2=O)c1 | 18.0% | -5.0
Cc1nc(SCc2ccc(F)cc2)c([N+](=O)[O-])[nH]1 | ? | nt
CSCCC(NC(=O)c1ccccc1)C(=O)N/N=C(\C)Cc1ccccc1 (stereo not drawn) | ? | nt
CCOCCCNC(=S)Nc1ccc(Br)cc1Cl | 0.0% | 9.0
Cn1c2ccc(Br)cc2c2nnc(SCC(=O)O)nc21 | i | nt
CCCCNC(=O)C(CC)(ONc1ccccc1C(F)(F)F)c1ccccc1 (stereo not drawn) | ? | nt
Cc1cccc2nc(C(=O)Nc3cc(Cl)ccc3-n3cncn3)cn12 | ? | nt
CN(NC(=O)c1ccc(Cl)cc1)c1nc(-c2ccccc2)nnc1C(F)(F)F | 6.2% | 6.8
COc1ccccc1-n1cc(CN2CCN(C3CCCC3)C(CCO)C2)cn1 (stereo not drawn) | 15.7% | 1.1
O=C(NC1CCS(=O)(=O)C1)c1cccc(Cl)c1 (stereo not drawn) | -14.0% | -13.9
CCC(C)(C)c1ccc(Oc2ccc(NC(=O)COC(=O)C3=COCCO3)cc2)cc1 | ? | nt
CCOC(=O)c1sc(NC(=O)CSc2nnnn2-c2ccccc2)nc1C | ? | nt
Clc1ccc(CSc2nnc3ccccn23)c(Cl)c1 | ? | nt
COc1ccc(C(=O)c2ccc(Cl)c([N+](=O)[O-])c2)cc1 | ? | nt
O=C(NCc1cccnc1)c1nnc(Cc2ccc(F)cc2)o1 | ? | nt
Cc1ccc(S(=O)(=O)N2[C@@H](c3ccc(F)cc3)C(C(=O)O)=CC[C@H]2c2ccc(C(C)C)cc2)cc1 | ? | nt
Cc1csc(NC(=O)c2ccc[nH]c2=O)n1 | ? | nt
CC1(C)Nc2ccccc2N(Cc2ccc([N+](=O)[O-])cc2)C1=O | ? | nt
Cc1cc(C)n(C(=O)CCC(=O)Nc2ccc(C)c(C)c2)n1 | ? | nt
CC(C)NS(=O)(=O)c1cccc2nsnc12 | ? | nt
CCCc1nnc(SCC(=O)Nc2nccs2)o1 | ? | nt
CC1(C)CC(n2c(NCCO)nc3c(c2=O)C2(CCCC2)Cc2ccccc2-3)CCO1 (stereo not drawn) | ? | nt
Nc1ccc(C(=O)Nc2ccc(NC(=O)c3ccco3)c(O)c2)cc1 | 2.5% | 1.5
CCCC(=O)NC(c1ccccc1Cl)c1ccc2cccnc2c1O (stereo not drawn) | i | -16.2
CCc1nnc(NS(=O)(=O)c2ccc(NC(=S)NC(=O)c3cccs3)cc2)s1 | 6.2% | 13.9
Cc1occc1-c1nnc(SCC(=O)N2CCN(c3ccccc3F)CC2)n1C | ? | nt
Cc1cc(C(=O)COc2cc(F)ccc2[N+](=O)[O-])c(C)n1C1CC1 | ? | nt
C=Cn1cc[n+](CC(=O)c2cc(C(C)(C)C)c(O)c(C(C)(C)C)c2)c1 | ? | nt
CC(=O)c1c(C)[nH]c(C(=O)NCc2ccccc2)c1C | ? | nt
COc1ccccc1/C=C/C(=O)NC(=S)NCC1CCCO1 (stereo not drawn) | ? | nt
O=C(CSc1ccsc1[N+](=O)[O-])Nc1cc(F)ccc1F | 10.7% | 3.2
Cc1cc(=O)oc2cc(OCC(=O)OCC(=O)N3CCC(C)CC3)ccc12 | 3.4% | 20.8
CN(C[C@H](Cc1ccccc1)N(C[C@H](CC1CCCCC1)N(CCc1ccccc1)N=O)N=O)N=O | 1.6% | 10.8
CSCCC(NC(=O)c1ccccc1C)C(=O)O (stereo not drawn) | ? | nt
Cc1nn(C)c(C)c1C(C)NC(=O)c1cc(COc2cncc(Cl)c2)on1 (stereo not drawn) | i | -9.6
CCOC(=O)CCC(=O)Nc1ccc(S(=O)(=O)Nc2cc(OC)nc(OC)n2)cc1 | ? | nt
CCOc1ccc(C(O)(c2ccccc2)C(CN2CCCC2)c2ccccc2)cc1 (stereo not drawn) | 4.2% | 10.0
Cc1cccc(NC2=NC(C)(C)N=C(N)N2)c1 | ? | nt
Cc1cccc(NC(=O)c2cccc(NC(=O)Cc3cccs3)c2)c1 | -5.0% | -21.4
COc1ccc(C(=O)Nc2ncc(C)s2)cc1S(=O)(=O)N1CCOCC1 | 12.1% | -6.0
COc1ccc(S(=O)(=O)N2CCCOC2CNC(=O)C(=O)NCCc2ccco2)cc1OC (stereo not drawn) | ? | nt
COc1cccc(CNc2ncc(Br)cc2Br)c1O | ? | nt
COc1cc(/C=N/O)cc(Br)c1OCC(=O)NCc1ccccc1 | ? | nt
CN(Cc1ccccc1)C(=O)COC(=O)c1ccc(S(=O)(=O)N(C)C)cc1 | ? | nt
C=C(C(=O)c1ccccc1)C(c1ccccc1)C(C)C(=O)c1ccccc1 (stereo not drawn) | 0.9% | -1.1

# Additional compounds
SMILES | S3 lipid droplet | S3 lipid droplet cell count max
CN(Cc1ccccc1)C(=O)COC(=O)c1ccccc1NS(=O)(=O)c1cccc(N)c1 | 16.9% | 25.1
CC1=Nc2cc(Cl)ccc2Oc2ccccc21 | ? | nt
COc1ccc(C2/C=C\CN(S(=O)(=O)/C=C/c3ccccc3)CC(=O)N2Cc2ccc(F)cc2)cc1 (stereo not drawn) | 3.6% | -27.3
CCOc1ccc(CCNC(=O)COC(=O)c2cc(OC)cc(OC)c2)cc1OCC | ? | nt
COc1ccc(N(C)S(=O)(=O)c2cccc(C(=O)NCC3CCCO3)c2)cc1 (stereo not drawn) | ? | nt
Cc1c(C(=O)Nc2nc3ccccc3[nH]2)oc2ccc(Br)cc12 | ? | nt
COc1ccc(C)cc1NC(=O)NC(C)c1ccncc1 (stereo not drawn) | ? | nt
Cn1c(C(=O)N2CCN(C(=O)c3ccco3)CC2)cc2c(=O)n3ccccc3nc21 | ? | nt
CCOC(=O)c1sc(NS(=O)(=O)c2ccccc2)nc1C | 6.0% | -3.3
CCOC(=O)C(C)n1cnc2c(cnn2-c2ccc(Cl)cc2)c1=O (stereo not drawn) | ? | nt
COc1ccc2oc(C(=O)OCC(=O)N3CCN(S(=O)(=O)c4ccc(C)cc4)CC3)c(C)c2c1 | ? | nt
Cc1ccc(NC(=O)CNc2ccccc2N2CCCC2=O)cc1S(=O)(=O)N1CCOCC1 | -25.4% | nt
Cc1nc(SCc2ccc(OCCC(C)C)cc2)n[nH]1 | 22.3%[9.22 µM] | 0.7
CCOc1ccc(S(=O)(=O)N2CCCCC2)cc1NC(=O)CCNC(=O)c1ccco1 | ? | nt
Cc1ccc(C)c(NC(=O)c2ccccc2NS(=O)(=O)c2cc([N+](=O)[O-])ccc2C)c1 | ? | nt
COc1ccccc1C1=NOC(Cn2c(=O)c3c(ncn3C)n(C)c2=O)C1 (stereo not drawn) | 16.6% | -11.2
O=C(/C=C/c1ccccn1)c1cc(Br)ccc1O | 3.6% | 4.4
